# ERp5 inh: inhibitors of ERp5-driven insulin aggregation, primary screen, biochemical, turbidity, absorbance 650 nm, single point | Protein disulfide-isomerase A6 (Homo sapiens), Q15084 | 0.05% of 350,000 active | 90 min | inhibition, % at 9.99 µM | AID 651711, 2012;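 active means mean replicate inhibition above about 25%, with every replicate also reaching it, limit read from the data, passing the limit was not always enough; inconclusive means only one of those two criteria met; inactive means neither criterion met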
# Target sequence (Q15084 whole entry, looked up): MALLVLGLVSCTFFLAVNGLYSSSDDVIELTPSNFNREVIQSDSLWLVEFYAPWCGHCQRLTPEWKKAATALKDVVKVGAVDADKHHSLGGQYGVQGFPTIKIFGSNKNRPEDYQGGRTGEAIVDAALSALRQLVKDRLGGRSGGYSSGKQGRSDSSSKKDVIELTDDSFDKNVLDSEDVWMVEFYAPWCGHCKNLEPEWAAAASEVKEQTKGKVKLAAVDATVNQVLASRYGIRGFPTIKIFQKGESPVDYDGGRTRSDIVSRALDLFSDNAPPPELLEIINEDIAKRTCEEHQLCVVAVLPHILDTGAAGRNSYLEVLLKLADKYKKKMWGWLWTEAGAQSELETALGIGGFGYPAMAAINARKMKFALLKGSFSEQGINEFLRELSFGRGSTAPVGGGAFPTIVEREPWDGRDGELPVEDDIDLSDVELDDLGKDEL
# E-selectin induc: E-selectin induction in HUVECs, primary screen, imaging, HUVEC, immunofluorescence imaging, single point. normalized: neutral wells 0, TNF-alpha wells 100. AID 686992, 2013. P16581. 0.37% of 260,000 active. activation, % at 7.58 µM;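 active means mean E-selectin-positive cell signal at least 10% of the positive control, reached in at least 60% of replicates, without over 20% cell loss; inconclusive means no rule given, readout overlaps actives, possibly toxicity-flagged; inactive means the rest, including those meeting only one limit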;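 further: in these data hits start at about 27%; measured in HUVEC primary endothelial cells; signal is the percent of cells scored E-selectin positive by PE staining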
#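 Test system – human umbilical vein endothelial cells (HUVEC), E-selectin induction · Input – 3,000 HUVEC seeded per well · Buffer or medium – EGM-2, gelatin · Compound dosing – single-point compound dose · Detection – immunofluorescence imaging · Measure – percent E-selectin-positive cells · Controls – TNF-alpha high, DMSO low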
# esBAF inh: Bmi1 luciferase reporter increase in mESCs, primary screen, esBAF inhibitor project, mouse ES cells, Bmi1 luciferase knock-in, single point. 24 h; 100% = twice the neutral-well signal. reporter increase, % at 12.5 µM. 2% of 350,000 active; in the data active means activation above about 40%; inconclusive means no clear call, values can overlap the other calls;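 further: 0% = median of the plate's neutral control wells and 100% = double that signal; a rise in the Bmi1 reporter signal indicates esBAF inhibition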
# RAD52 anneal inh: RAD52 DNA annealing inhibitors, primary screen, biochemical, FRET, single point, set 2; DNA repair protein RAD52 homolog (Homo sapiens), P43351; 0.46% of 360,000 active; AID 651710, 2012; recombinant RAD52 DNA annealing, FRET fluorescence; inhibition, % at 18.7 µM;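 active means every replicate showing at least 50% inhibition; inconclusive means mean inhibition at least 50% but not in every replicate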
# ARNT-TACC3 inh: disruptors of ARNT/TACC3 protein interaction, primary screen, biochemical, AlphaScreen, single concentration; Transforming acidic coiled-coil-containing protein 3 (Homo sapiens), Q9Y6A5; AlphaScreen His-ARNT PAS-B/GST-TACC3 binding, luminescence; TACC3 fragment carries E629A point mutation; inhibition, % at 9.99 µM; 0.66% of 390,000 active; AID 623870, 2012;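 active means mean inhibition of replicates at least 50% and at least half of replicates each reaching 50%; inconclusive means half or more replicates reach 50% but mean below 50%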;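 further: 0% = complete ARNT plus TACC3 wells and 100% = ARNT alone without TACC3; many hits fall short of the cut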
# CASP6 VEID inh: human caspase-6 inhibitors, primary screen, biochemical, VEID-R110 fluorescence, single point, set 2. 0.53% of 350,000 active. inhibition, % at 12.5 µM. purified caspase-6, Z-VEID-R110 cleavage fluorescence. AID 686996, 2013;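 active means mean inhibition across replicates at least about 35%, with every replicate also reaching that limit, limit read from the data; inconclusive means only one of the two criteria met; inactive means neither criterion met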;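 further: 0% = median of neutral control wells and 100% = no fluorescence left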
# Target sequence (P55212 24-179 limits assumed): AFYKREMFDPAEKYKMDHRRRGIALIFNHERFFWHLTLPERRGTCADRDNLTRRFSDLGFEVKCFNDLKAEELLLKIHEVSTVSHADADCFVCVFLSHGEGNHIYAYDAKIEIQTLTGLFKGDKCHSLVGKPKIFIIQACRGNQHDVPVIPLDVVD
# Target sequence (P55212 194-293 limits assumed): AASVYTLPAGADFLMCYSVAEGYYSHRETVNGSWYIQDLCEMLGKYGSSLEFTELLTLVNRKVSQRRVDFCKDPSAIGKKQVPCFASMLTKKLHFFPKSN
# RAD54 branch: inhibitors of human RAD54 branch migration, primary screen, biochemical, fluorescence, single point. DNA repair and recombination protein RAD54-like (Homo sapiens), Q92698. RAD54 Holliday junction branch migration, FAM/BHQ fluorescence. inhibition, % at 10.4 µM. 0.14% of 360,000 active;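 active means mean normalized replicate activity at least 40 and at least half of replicates scoring 40 or more; inconclusive means only one of the two criteria met; inactive means mean below 40 and under half of replicates reaching 40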;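 further: 0% = median of neutral control wells and 100% = median of positive control wells; inhibitors cause a drop in the FAM fluorescence signal; in these data hits start at about 50%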
# PglD inh: C. jejuni PglD acetyltransferase inhibitors, primary screen, biochemical, DTNB colorimetric, single point; UDP-N-acetylbacillosamine N-acetyltransferase PglD (Campylobacter jejuni); purified PglD enzyme, DTNB colorimetric CoA detection; inhibition, % at 12.5 µM; 0.098% of 360,000 active; AID 602405, 2012; in the data active means inhibition above about 16%, passing the limit was not always enough; inconclusive means no clear call, values can overlap the other calls; further: strong numbers were not always called active
# * = called active by the depositor; ? = inconclusive; nt = no result given.
Molecule	ERp5 inh	E-selectin induc	esBAF inh	RAD52 anneal inh	ARNT-TACC3 inh	CASP6 VEID inh	RAD54 branch	PglD inh
CN(C(=O)c1cc2c(s1)-c1ccccc1S(=O)(=O)C2)c1ccccc1	-2.8	1.0	109.9*	-8.8	-1.8	4.9	6.3	0.6
Cc1nc(N2CCc3ccccc3C2)[nH]c(=O)c1CCC(C)C	2.1	nt	nt	-10.3	11.7	0.4	nt	nt
COCC(C)N=C1NN=C(c2c[nH]c3ccccc23)CS1 (stereo not given)	-0.4	?	nt	0.1	-0.8	-2.3	nt	nt
CCOc1ccc(N(C)S(=O)(=O)c2ccc(C)c(C(=O)NCc3ccccc3OC)c2)cc1	1.2	-0.5	-9.2	-16.7	nt	1.9	-2.2	-2.9
O=C1c2ccccc2C(c2nnnn2-c2ccc3c(c2)OCCO3)N1CCc1ccccc1F (stereo not given)	7.4	0.7	nt	-15.9	nt	0.6	nt	nt
CCOC(=O)c1c(NC(=O)CCN2C(=O)c3cccc([N+](=O)[O-])c3C2=O)sc(C(=O)OC(C)C)c1C	nt	nt	-8.8	nt	-4.5	nt	-2.0	6.6
CCOC(=O)C1=C(C)NC(=O)NC1c1ccc(OCCO)c(OC)c1 (stereo not given)	nt	nt	-3.2	nt	-3.5	nt	-7.1	1.0
CCc1nc2ccc(C(=O)NCCN3CCNC3=O)cn2c1N(C)CCC(C)C	-1.2	2.4	2.7	-3.1	nt	-2.7	2.7	5.4
COCCNC(=O)c1cc2c(c(-c3cccc(-c4cccc(OC)c4)c3)n1)[C@@H](CCO)N(S(=O)C(C)(C)C)C2 (stereo not given in full)	-4.1	0.3	0.5	-1.0	19.3	0.6	7.7	-0.4
COC(=O)c1ccc(NC(=O)NS(=O)(=O)c2ccc(C)cc2)cc1	nt	nt	10.0	nt	1.3	nt	-19.4	-2.8
C[C@@H]1CN([C@@H](C)CO)C(=O)Cc2cc(NC(=O)Nc3ccc4c(c3)OCO4)ccc2O[C@H]1CN(C)CC1CC1	2.7	0.2	-5.1	26.1	28.4	0.8	2.4	3.0
C[C@@H]1CN([C@@H](C)CO)S(=O)(=O)c2ccc(C#CCN(C)C)cc2O[C@H]1CN(C)S(=O)(=O)c1cccc(F)c1	-2.2	0.0	-16.7	-22.2	-4.1	-0.1	2.6	6.1

# Rewritten with values under each structure: 2 of the compounds above
# Every second line gives: ERp5 inh, E-selectin induc, esBAF inh, RAD52 anneal inh, ARNT-TACC3 inh, CASP6 VEID inh, RAD54 branch, PglD inh
O=C1c2ccccc2C(c2nnnn2-c2ccc3c(c2)OCCO3)N1CCc1ccccc1F (stereo not given)
 : 7.4, 0.7, nt, -15.9, nt, 0.6, nt, nt
Cc1nc(N2CCc3ccccc3C2)[nH]c(=O)c1CCC(C)C
 : 2.1, nt, nt, -10.3, 11.7, 0.4, nt, nt

# Following part:
Molecule	ERp5 inh	E-selectin induc	esBAF inh	RAD52 anneal inh	ARNT-TACC3 inh	CASP6 VEID inh	RAD54 branch	PglD inh
CCN(CC)c1ccc(S(=O)(=O)Nc2cc(Cl)ccc2Cl)cc1NC(=S)NC(=O)C1CCCC1	?	nt	7.5	-8.9	-1.2	1.4	7.5	-4.8
CC1(C(=O)Nc2cccc3c2CCCC3)CCN1C(=O)Cc1ccccc1Cl (stereo not given)	-24.8	0.4	-3.3	-14.1	nt	0.1	-6.3	-1.7
CO[C@H]1CN(C)C(=O)c2ccc(NC(=O)c3ccccc3)cc2OC[C@@H](C)N(C(C)=O)C[C@H]1C	-1.1	-0.1	-1.5	38.2	-8.2	2.6	3.4	3.4
CC(=O)c1ccc(NC(=O)C2C3C=CC(O3)C2C(=O)O)cc1 (stereo not given)	4.8	0.3	-3.5	-9.6	-8.4	8.7	-0.9	3.9
O=c1c2ccccc2c(/C=N/c2nnc(Cc3ccccc3)s2)c(O)n1-c1ccc(Cl)cn1	-6.7	-2.1	nt	-43.8	nt	-0.1	nt	nt
COc1ccc(NC(=O)N(C)C[C@@H]2Oc3c(NS(=O)(=O)c4ccc(F)cc4)cccc3C(=O)N([C@H](C)CO)C[C@H]2C)cc1	nt	-0.4	3.1	nt	10.5	nt	-4.2	1.6
CCC(=O)N(CCC(c1ccco1)c1ccccc1OC)Cc1cccs1 (stereo not given)	nt	nt	-9.5	nt	-3.1	nt	-6.6	0.9
COc1ccccc1N1CCN(CC(=O)Nc2ccccc2C(=O)NCCc2ccccc2)CC1	1.2	1.2	23.8	-19.1	3.6	-3.7	-1.0	-4.2
CCCN(C)C[C@H]1Oc2cc(-c3ccc(C)cc3)ccc2S(=O)(=O)N([C@@H](C)CO)C[C@H]1C	-4.2	-0.2	-0.3	9.9	8.9	0.0	-4.1	1.3
CN1CCN(c2nc3c(c(=O)[nH]c(=O)n3C)n2CCSc2nnnn2-c2ccccc2)CC1	1.4	nt	0.5	0.8	-1.3	0.6	10.8	1.1
C[C@H](CO)N1C[C@H](C)[C@H](CN(C)Cc2ccc3c(c2)OCO3)Oc2ccc(NC(=O)c3ccncc3)cc2C1=O	-4.0	0.8	1.1	-12.4	0.1	-2.4	-10.6	-0.9
O=C(Nc1ccc(S(=O)(=O)N2CCCC2)cc1)N1c2ccccc2Sc2ccccc21	3.6	nt	-14.0	-14.9	-16.0	0.1	-15.3	3.8

# Carrying on:
Molecule	ERp5 inh	E-selectin induc	esBAF inh	RAD52 anneal inh	ARNT-TACC3 inh	CASP6 VEID inh	RAD54 branch	PglD inh
CCCCN(C(=O)c1ccc2c(c1)OCO2)c1c(N)n(CC(C)C)c(=O)[nH]c1=O	11.0	-0.5	-3.6	-23.4	-13.6	-1.3	-10.8	-1.9
O=C(C[C@@H]1C=C[C@H](NC(=O)c2ccncc2)[C@H](CO)O1)NCC1CCCCC1	-4.4	-0.3	0.2	-12.8	-1.6	-2.4	-2.0	-0.4
COc1ccc(NC(=O)c2cccc(NC(=O)C3C4CC5OC(=O)C3C5C4)c2)c(OC)c1 (stereo not given)	nt	nt	6.0	nt	-9.6	nt	-4.3	-1.6
CCCCC(=O)Nc1nc(C)c(-c2csc(Nc3cc(Cl)ccc3OC)n2)s1	0.3	nt	-3.8	2.9	-3.0	-0.2	-14.0	-0.2
Cc1cc(OCc2cc(C(=O)NC(C)c3c(C)nn(C)c3C)no2)cc(C)c1Cl (stereo not given)	4.8	-0.1	82.6*	-13.0	-4.7	3.2	4.5	-0.1
C=CCOc1cccc(C2C(C(=O)c3ccc(C)o3)=C(O)C(=O)N2CCN(C)C)c1 (stereo not given)	nt	nt	-5.3	nt	-1.1	nt	-1.0	4.1
CCCC(=O)Nc1nn(CCC)c2nc3ccccc3cc12	nt	nt	6.6	nt	-19.9	nt	5.0	0.1
Oc1ccc(Cl)cc1CNCC1CCCCC1	5.7	0.0	7.1	0.9	38.2	0.2	-4.1	-2.7
Cc1ccc(NC(=O)Cn2cnc3cc([N+](=O)[O-])ccc3c2=O)c(Cl)c1	3.4	0.6	nt	-2.0	-3.4	1.4	nt	nt
Cc1nc(SCC(=O)Nc2ccc(F)cc2)c2oc3ccccc3c2n1	nt	nt	-5.5	nt	-1.6	nt	-4.8	0.4
O=C(CCCN1C(=O)c2cccnc2C1=O)Nc1ccccc1F	6.4	nt	nt	-7.3	15.7	1.1	nt	nt
CC1(C(=O)Nc2ccccc2Br)CCN1C(=O)Cc1ccc(Cl)cc1Cl (stereo not given)	6.5	-0.1	-0.5	-4.6	nt	1.3	-6.5	-7.6

# The list goes on:
Molecule	ERp5 inh	E-selectin induc	esBAF inh	RAD52 anneal inh	ARNT-TACC3 inh	CASP6 VEID inh	RAD54 branch	PglD inh
O=C(OCn1ncc(Cl)c(Cl)c1=O)c1ccccc1Cl	nt	nt	-68.7	nt	-1.6	nt	-6.6	-4.5
CC(C)NC(=O)Nc1ccc2c(c1)CC(=O)N([C@@H](C)CO)C[C@H](C)[C@@H](CN(C)S(=O)(=O)c1ccccc1)O2	-0.2	5.4	1.3	-9.0	12.3	-5.9	-12.8	7.8
O=C(O)c1ccc(N/N=C/c2ccc3c(c2)OCO3)cc1	1.9	nt	nt	-6.2	-2.8	4.1	nt	nt
O=C(/C=C/c1ccc(S(=O)(=O)NCc2ccco2)cc1)N1CCN(c2ccccc2)CC1	-6.3	nt	-9.2	-10.5	-4.5	-7.2	-1.3	0.0
COc1ccc(N2CCN(C(CNC(=O)C3CCCCC3)c3ccco3)CC2)cc1 (stereo not given)	-4.1	nt	0.3	-2.5	3.0	1.1	5.3	2.0
Cc1ccc(CNC(=O)CCSCc2ccc(C)cc2)cc1	-0.7	nt	3.8	-18.5	-2.4	-1.8	-7.4	-6.4
CC1=CC(C)(C)Nc2cc(C)c(C)cc21	nt	nt	-4.2	nt	8.9	nt	-13.5	-2.3
CC(OC(=O)c1cccnc1Cl)C(=O)Nc1ccc2c(c1)OCO2 (stereo not given)	6.0	nt	-27.5	-2.4	-5.4	1.2	6.2	-5.5
C[C@H](CO)N1C[C@H](C)[C@@H](CN(C)CC2CCCCC2)OCCCC[C@H](C)Oc2ccc(NC(=O)c3ccncc3)cc2C1=O	-10.6	0.0	-4.3	-5.3	-1.1	1.3	3.2	0.1
COc1cccc(NC(=O)CNC(=O)c2ccc(C)cc2)c1	-1.9	0.4	-3.0	-7.6	nt	1.2	5.3	4.1
O=[N+]([O-])c1ccc(/C=N/N2CCN(Cc3ccccc3)CC2)cc1	2.5	0.0	-6.8	-6.6	21.7	0.0	-2.1	-1.5
COCc1cc(C)nc(SCC(=O)Oc2ccc(Cl)cc2)c1C#N	1.9	3.7	nt	-22.4	-3.9	-0.3	nt	nt

# Other structures.
Molecule	ERp5 inh	E-selectin induc	esBAF inh	RAD52 anneal inh	ARNT-TACC3 inh	CASP6 VEID inh	RAD54 branch	PglD inh
Cn1c(=O)c2c(nc(NCc3ccco3)n2CCc2ccccc2)n(C)c1=O	nt	nt	12.2	nt	-4.6	nt	1.8	-2.8
CC(=O)c1cccc(NC(=O)CSc2ccc(-c3ccccn3)nn2)c1	-1.4	nt	2.1	-21.8	54.9*	-1.9	-7.4	3.5
Cc1cccc(N2O[C@H]3C=C[C@@H]2C3)n1	0.9	0.0	nt	-31.8	nt	5.3	nt	nt
Cc1cc(C)cc(NC(=S)N(C)C)c1	-2.7	-2.2	2.4	3.3	-1.1	-8.4	-11.9	-6.5
COc1cccc(C#Cc2ccc3c(c2)O[C@@H](CN(C)C(=O)c2ccccn2)[C@@H](C)CN([C@@H](C)CO)S3(=O)=O)c1	3.2	-0.1	7.8	-3.4	5.3	-2.2	-3.5	0.7
CC1CCN(C(=O)c2cc3c(ccc4ccccc43)o2)CC1	-0.1	-1.1	nt	-1.8	4.8	4.9	-1.4	16.7
CN(C)C(=O)COC(=O)/C=C/c1cn(-c2ccccc2)nc1-c1cccs1	5.7	20.6	nt	0.1	7.6	1.9	nt	nt
C[C@H](CO)N1C[C@H](C)[C@@H](CN(C)S(=O)(=O)c2ccc(F)cc2)Oc2c(NC(=O)CCC(F)(F)F)cccc2C1=O	-1.7	0.1	-6.0	-20.5	nt	0.4	-0.3	-0.9

# From PubChem
